TAG inh = triacylglycerol accumulation inhibition. H9c2 cells, Nile Red lipid (TAG) fluorescence; cells loaded with 200 µM oleic acid. inhibition, % at 12.5 µM. hit rate 0.66% among 230,000;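 active means pattern-corrected inhibition of lipid staining of at least 50% with the nuclear-stain viability signal not falling by more than 50%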;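 further: 0% = DMSO wells and 100% = triacsin C control wells; some results filed as inactive read as strong as hits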
TAG inh DAPI viability = recorded beside TAG inh, whose call it bears; DAPI nuclei signal change (viability), lower = more cytotoxic, %;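 whole-well DAPI fluorescence read on a plate reader as a viability signal; minus 50 percent equals half of cells still viable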
An asterisk follows results filed as active.

SMILES	TAG inh	TAG inh DAPI viability
Cc1ccc([N+](=O)[O-])c(OCC(O)CNC(C)(C)C)c1 (configuration not stated)	9.5	-2.2
COc1ccccc1Cn1c(=S)[nH]c2cc(C(=O)N3CC(C)CC(C)C3)ccc2c1=O (configuration not stated)	-3.5	7.9
CN1CCN(c2ccc(S(=O)(=O)N3CCOCC3)cc2NC(=O)CC(C)(C)C)CC1	8.1	-3.6
O=C(Nc1ccc(Cl)cc1N1CCOCC1)C1CCCCC1	-1.3	3.8
NC(=NCCc1c[nH]c2ccccc12)NC(=O)c1ccc(F)cc1	20.3	-1.2
Cc1nn(C)c(C)c1S(=O)(=O)N1CCC(CO)(Cc2ccc(Cl)cc2)CC1	3.8	-3.4
O=C(NCc1ccc2c(c1)OCO2)C1CC(=O)N(c2ccc(F)cc2)C1 (configuration not stated)	-10.7	5.2
COc1cc(CC(=O)OCC(=O)Nc2ccc3c(c2)OCO3)cc(OC)c1OC	-2.0	4.8
CN(/N=C/c1ccccc1Cl)c1ncc(Cl)cc1C(F)(F)F	6.8	-7.9
CCOc1ccc(-n2c(Cc3cc(=O)[nH]c(=O)[nH]3)nnc2SCC(N)=O)cc1	4.4	-3.3
Cc1nc(SC(C)C(=O)NCc2ccc3c(c2)OCO3)nc(C)c1C (configuration not stated)	-0.7	5.2
CCOC(=O)Cc1c(C)nc(N)[nH]c1=O	5.2	-1.3
CCCc1nn2c(=O)c(C(c3ccc(C)cc3)c3c(O)nc4sc(CCC)nn4c3=O)c(O)nc2s1	18.4	-18.0
Cn1c(SCC(=O)Nc2cc(S(=O)(=O)N3CCOCC3)ccc2N2CCOCC2)nnc1-c1ccncc1	-3.2	5.1
CNC(=O)NC(=O)CSc1nnc(-c2ccco2)n1Cc1ccccc1	2.2	-4.9
Cc1ccc(/C(O)=C2\C(=O)C(=O)N(CC(C)O)C2c2ccc(N(C)C)cc2)cc1 (configuration not stated)	13.8	-2.1
O=C(CSc1nnc(CNC(=O)c2c(F)cccc2F)o1)c1ccccc1	-4.3	-3.3
CCOc1cccc(CNn2cnnc2)c1OCc1ccccc1	-4.1	-0.9
Cn1c(CN2CCCC2)nc2cc(NS(=O)(=O)c3ccc(Cl)cc3)ccc21	-2.2	-2.3
CCOC(=O)c1c(C)[nH]c(C(=O)CSc2nnc(CC(C)c3ccccc3)o2)c1C (configuration not stated)	-21.9	-9.7
COc1ccc(-n2nc(C)cc2N)cc1	1.0	-1.9
Cn1nccc1C(=O)N/N=C/c1cccnc1	1.9	-0.9
CCOC(=O)C1(C)CCN1C(=O)COc1ccccc1 (configuration not stated)	6.6	2.3
CON(C)C(=O)CCN(C(=O)OC(C)(C)C)c1ccccc1	7.5	2.4
Brc1cccc(-c2nnc3n2CCCCC3)c1	-6.6	8.2

Next section; it opens with the four that closed the last part.
SMILES	TAG inh	TAG inh DAPI viability
Cn1nccc1C(=O)N/N=C/c1cccnc1	1.9	-0.9
CCOC(=O)C1(C)CCN1C(=O)COc1ccccc1 (configuration not stated)	6.6	2.3
CON(C)C(=O)CCN(C(=O)OC(C)(C)C)c1ccccc1	7.5	2.4
Brc1cccc(-c2nnc3n2CCCCC3)c1	-6.6	8.2
Cc1ccc(NC(=O)C2CCCN(S(=O)(=O)c3ccc4[nH]c(=O)ccc4c3)C2)cc1C (configuration not stated)	16.6	-10.4
CC1CN(C(=O)COC(=O)c2cc([N+](=O)[O-])ccc2Cl)CC(C)O1 (configuration not stated)	17.9	-1.1
O=C1OC(c2ccccc2)(c2ccc(O)cc2)c2ccccc21 (configuration not stated)	-24.0	3.8
O=C([C@H](Cc1ccccc1)NS(=O)(=O)c1ccc(Cl)cc1)N1CC[C@@]2(O)CCCC[C@H]2C1	-23.4	2.5
CCOC(=O)[C@@H]1[C@H]2COc3ccccc3[C@@H]2N2C(=O)N(c3ccc(C(F)(F)F)cc3)C(=O)[C@]12C	-2.7	-0.9
O=C(Cn1nnc2ccccc21)NNC(=O)c1ccccc1	8.8	4.2
O=C(OCc1cn([C@H]2C[C@H](c3ccc(Cl)cc3)N(C(=O)C3CCCCC3)C[C@@H]2O)nn1)c1ccccc1	-12.8	-6.3
COc1ccccc1-n1cc(C(=O)NCC(=O)N2CCN(Cc3ccccc3)CC2)c2ccccc2c1=O	1.5	-1.0
C/C(CC(=O)NC12CC3CC(CC(C3)C1)C2)=N\NC(=O)c1cnccn1	-16.0	15.7
CN(C(=O)c1ccc(NC(=O)C2CCCN(C(=O)OC(C)(C)C)C2)cc1)C1CCCC1 (configuration not stated)	16.2	-5.5
Cc1ccc(CN2C(=O)N/C(=C\c3cccn3-c3cccc(C(=O)O)c3)C2=O)cc1	0.1	1.9
CN(CCN1CCOCC1)Cc1nc(-c2ccc(Cl)cc2)no1	-15.4	4.4
CCCCN(C=O)c1c(CC)nc2ccc(C(=O)N3CCN(C(=O)c4ccco4)CC3)cn12	-2.7	7.6
CCN(CC)CCn1c(=S)[nH]c2ncccc2c1=O	-1.6	-0.2
CC(Sc1nnc(NC2CC2)s1)C(=O)Nc1ccc(N2CCOCC2)cc1 (configuration not stated)	12.3	-1.7
Cc1ccsc1C(=O)OCC(=O)Nc1nnc(-c2ccccc2)o1	5.3	-3.2
CC1(C(=O)NCc2ccco2)Cc2c(-c3ccccc3)ccnc2O1 (configuration not stated)	21.1	-33.8
Cc1cccc(NC(=S)N2CCN(C(=O)c3ccco3)CC2)c1	10.2	5.1
c1ccc(CN=C2CCCc3ccccc3N2)cc1	8.0	12.7
CCCCc1ccc(NC(=S)Nc2ccc(Nc3ccc(OC)cc3)cc2)cc1	-3.8	-6.7
CC(C)(C)C(=O)NC(=S)NCCc1ccccc1	-16.1	-12.8
COc1ccc(OC(C)C(=O)NC2CC(C)(C)NC(C)(C)C2)cc1 (configuration not stated)	12.3	4.9
COc1ccc(-n2c(SCC(=O)NCC3CCCO3)nc3n[nH]c(C)c3c2=N)cc1 (configuration not stated)	12.4	-8.1
Cc1c(C(=O)NCc2cccc(C(F)(F)F)c2)sc(=O)n1Cc1ccc(C(=O)N(C)C)cc1	-4.2	-0.6
COc1ccc([C@@H]2C[C@H]3[C@@H](CN2S(=O)(=O)c2ccccc2)C(=O)C[C@@H](c2ccc(C)cc2)N3S(=O)(=O)c2ccc(C)cc2)cc1	10.3	6.6
SMILES	TAG inh	TAG inh DAPI viability
COc1cccc(C(=O)N2CCN=C2SCc2cccnc2)c1OC	10.9	-3.2
O=C1CCc2cc(S(=O)(=O)N3CCCC3C(=O)NC3CCCCCCC3)ccc2N1 (configuration not stated)	-15.2	-5.3
Cn1c(Cn2c(=O)sc3ccccc32)nnc1SCC(=O)NCc1ccccc1Cl	-9.1	-13.6
Cn1nnc(NC(=S)NC(=O)/C=C/c2ccco2)n1	-1.0	3.7
O=C(NCc1cccc(C(F)(F)F)c1)c1csc(COCCO)n1	1.3	-0.2
Cc1cc(/C=C2\SC(=S)NC2=O)c(C)n1-c1ccccc1	-0.8	-1.9
Cc1ccc(SC(C)c2nc(-c3cccnc3)no2)cc1 (configuration not stated)	1.9	2.6
COCCNC(=S)N1CCN(c2ccc(Cl)cc2)CC1	-13.0	3.5
Cc1ccc(CSc2nnc(-c3ccncc3)n2N)cc1	-2.0	2.1
CCN(CC)CCOC(=O)c1ccc(NC(=O)c2cccc(C)c2[N+](=O)[O-])cc1	14.5	-6.2
CC1CCN(C(=O)c2ccc(CNS(=O)(=O)c3ccc(C(C)(C)C)cc3)cc2)CC1	-2.8	-4.4
COCCN(CC(=O)Nc1ccccc1C(F)(F)F)C(=O)/C=C/c1cc(Cl)c2c(c1)OCO2	35.8	0.6
Cc1ccc(S(=O)(=O)N(C)c2ccc(OCC(=O)OCc3c(C)noc3C)cc2)cc1	-9.7	1.7
COc1ccc(-c2cc(C(=O)NNC(=S)NC(=O)c3c(-c4ccccc4)noc3C)[nH]n2)cc1	6.8	-7.1
COc1cc([C@@H]2c3cc4c(cc3[C@@H](O)[C@H]3COC(=O)[C@H]23)OCO4)cc(OC)c1O[Si](C)(C)C(C)(C)C	17.0	-35.3
CCCCCCSc1nnc(N)s1	1.7	6.9
CCCn1c(SCC(=O)NC)nnc1C(C)C	5.9	-4.6
CN1CCN(S(=O)(=O)c2ccc(NC(=S)NC(=O)C3CCCC3)cc2)CC1	6.6	-2.3
CCOc1cc2[nH]c(=O)n(CCC(=O)NCCc3ccccc3)c(=O)c2cc1OCC	40.8	1.3
NC1CCN(c2c(F)cc3c(=O)c(C(=O)O)cn(C4CC4)c3c2Cl)C1 (configuration not stated)	3.7	6.9
CCOC(=O)CC1C(=O)NCCN1c1nc2ccc(C)cn2c(=O)c1/C=C1\SC(=S)N(CC(C)C)C1=O (configuration not stated)	-56.4	-11.9
Cc1nccn1CC(O)COc1ccc(Cl)cc1Cl (configuration not stated)	-6.6	3.2
O=c1c(-c2cccc3ccccc23)[n+]([O-])c2ccccc2n1O	-1.2	7.1
CN(C)CCCN(C(=O)c1ccc(S(=O)(=O)N(C)C2CCCCC2)cc1)c1nc2ccc(F)cc2s1	-10.6	2.8
COc1ccc(/C=N/NC(=O)c2cc(O)c(O)c(O)c2)cc1Cn1cc([N+](=O)[O-])cn1	0.6	-10.3

Fetched one by one from above, 6 records:
SMILES	TAG inh	TAG inh DAPI viability
CCN(CC)CCOC(=O)c1ccc(NC(=O)c2cccc(C)c2[N+](=O)[O-])cc1	14.5	-6.2
Cc1nccn1CC(O)COc1ccc(Cl)cc1Cl (configuration not stated)	-6.6	3.2
CN(C)CCCN(C(=O)c1ccc(S(=O)(=O)N(C)C2CCCCC2)cc1)c1nc2ccc(F)cc2s1	-10.6	2.8
CCOC(=O)CC1C(=O)NCCN1c1nc2ccc(C)cn2c(=O)c1/C=C1\SC(=S)N(CC(C)C)C1=O (configuration not stated)	-56.4	-11.9
CC1CCN(C(=O)c2ccc(CNS(=O)(=O)c3ccc(C(C)(C)C)cc3)cc2)CC1	-2.8	-4.4
O=C(NCc1cccc(C(F)(F)F)c1)c1csc(COCCO)n1	1.3	-0.2

Record cards, from the list above. Order of screens: TAG inh | TAG inh DAPI viability
Results for CC1CN(C(=O)COC(=O)c2cc([N+](=O)[O-])ccc2Cl)CC(C)O1 (configuration not stated) = 17.9 | -1.1
Results for CC(Sc1nnc(NC2CC2)s1)C(=O)Nc1ccc(N2CCOCC2)cc1 (configuration not stated) = 12.3 | -1.7

(more compounds)
SMILES	TAG inh	TAG inh DAPI viability
CCOC(=O)Cn1c(=O)oc2cc(S(=O)(=O)N3CCN(c4ccccn4)CC3)ccc21	-1.0	-2.9
O=C(NCCCN1CCOCC1)c1cc(-c2ccc(Br)cc2)nc2ccccc12	-0.6	14.4
COc1cc(/C=N/N2C(=O)CSC2=S)cc(Br)c1O	-1.2	2.4
O=C(COC(=O)CNS(=O)(=O)c1ccc(Br)cc1Cl)NCCc1ccccc1	3.5	-1.6
COc1ccc(NC(=O)CCc2ccccc2)cc1S(=O)(=O)N1CCCCC1	-9.1	-4.3
O=[N+]([O-])c1ccc(NCCCNS(=O)(=O)c2ccccc2)cc1	-28.0	1.2
COc1ccc(NC(=S)N2CCCN(Cc3cc(C)ccc3C)C2)cc1	0.4	3.5
O=C(NCCCN1CCCC1=O)c1ccc(OC(F)(F)F)cc1	9.3	-11.1
Cc1onc(-c2ccccc2Cl)c1C(=O)Nc1ccccc1N1CCOCC1	5.1	-10.3
CC(C)CCNC(=O)COc1ccc(C(=O)c2ccccc2)cc1	-8.1	2.6
c1ccc(CCCCN2CCN=C2Nc2ccccc2)cc1	-2.1	-1.4
Cc1ccc(S[C@@H](CCN2CC[C@H](C)CCC2=O)c2ccccc2)cc1	-23.6	2.4
CN(CC(=O)Nc1cccc(F)c1)C(=O)c1ccc(S(=O)(=O)N2CCCC2)cc1	-15.8	6.4
O=S(=O)(c1ccc(Br)cc1)n1ccc2ccccc21	-75.2	11.0
NC(=O)c1c(NC(=O)Cn2cnc([N+](=O)[O-])n2)sc2c1CCCC2	3.2	-5.0
O=S(=O)(c1ccc(Cl)cc1)N1CCN2CCCC2C1 (configuration not stated)	1.3	2.2

From PubChem BioAssay

These rows are one share of the data; rates above refer to the full screens.
